# SW480 rerep: inducers of DNA re-replication in SW480 colon cancer cells; SW480 DNA re-replication, Hoechst DNA content imaging, 48 h; Potency, µM (top dose mostly 46.1 µM), for the others: top-dose re-replication activation, usual class: activators; 340,000 tested, 1.8% active; AID 624297; also: potency is read from the fitted curve at half-maximal effect; % of control where 0% means no effect; nearly all actives have a fitted effect of over 55% in size
#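 Per well, 250 cells were exposed to pinned compound for 48 hr. Nuclear DNA was visualised with Hoechst (40 min, 37 C) and total object intensity recorded by fluorescence scanning.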
# MCF10A rereplic: induces DNA re-replication in MCF 10a normal breast cells. MCF 10A DNA re-replication, Hoechst nuclear intensity, 48 h. Potency, µM (top dose mostly 46.1 µM), for inactives: at the top dose activity, positive = re-replication, actives largely listed as activators. 350,000 tested, 2.9% active; also: potency is read from the fitted curve at half-maximal effect; % of control where 0% means no effect; nearly all actives have a fitted effect of over 50% in size
# KB-V1 cytotox: kills drug-selected multidrug resistant KB-V1 cells. KB-V1 MDR cells viability, CellTiter-Glo, 72 h. Potency, µM (highest dose often 46.1 µM), inactives show at the top dose activity change, negative = cytotoxicity, most hits filed as cytotoxic. 400,000 tested, 3.4% active. AID 1347076; also: potency is read from the fitted curve at half-maximal effect; % is scaled to controls: 0 for no effect and ±100 for the full control effect; nearly all actives have a fitted effect of over 60% in size
#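 In this primary screen, KB-V1 cells overexpressing P-gp are incubated with library compounds (lowest to highest concentration) for 72 h at 37 degrees C before a luminescent ATP viability read.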
# HEK293 tox: cytotoxicity in counter-screen for GLP-1R inverse agonists; 410,000 tested, 0.13% active; Potency, µM (doses to about 38.3 µM), for inactives: top-dose activity change, negative = inhibition, hits mostly inhibitors; AID 624418; HEK293 cAMP-luciferase reporter cells, luminescence, 24 h;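 also: loss of luciferase light is scored as toxicity; potency is read from the fitted curve at half-maximal effect; % is scaled to controls: 0 for no effect and ±100 for the full control effect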
#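 To flag toxic compounds, the library was rerun on cells for 24 hr at 37 deg C and 5% CO2. Viability-linked luminescence was captured 12 min after adding luciferase detection reagent.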
# HT1080 IDH1KD tx: toxicity to HT-1080 IDH1 knockdown cells (counter line); Potency, µM (highest dose often 46.1 µM), inactives show at the highest dose activity, negative = toxicity, actives largely listed as cytotoxic; AID 686971; HT-1080 IDH1 knockdown viability, ATP luminescence, 48 h; 360,000 tested, 2% active;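 also: potency is read from the fitted curve at half-maximal effect; 0% = DMSO wells and -100% = cell-free medium wells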
#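 Using the IDH1-knockdown HT-1080 line run in the same batch and compound series as the NT line, viability after 48 h at 37 °C was determined by CellTiter-Glo luminescence and expressed as % activity.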
# KB-3-1 tox: kills parental KB-3-1 adenocarcinoma cells; Potency, µM (doses to about 46.1 µM), for the others: top-dose activity change, negative = cytotoxic, usual class: cytotoxic; KB-3-1 viability, CellTiter-Glo ATP luminescence, 72 h; 400,000 tested, 1.4% active; also: potency is read from the fitted curve at half-maximal effect; % is scaled to controls: 0 for no effect and ±100 for the full control effect; nearly all actives have a fitted effect of over 60% in size
#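 Cytotoxicity in the drug-sensitive parental line KB-3-1 was scored as loss of CellTiter-Glo luminescence following 72 h incubation with compound. Values come from curve fitting of normalized concentration-response data.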
# D3 ag: D3 dopamine receptor (human) agonism; D3R DiscoveRx beta-arrestin cells, luminescence, 90 min; max activation, %; 410,000 tested, 0.58% active; AID 652048; in the data active = max activation above about 30%; also: 0% is about no effect; mostly tested at two doses, the higher about 12 µM
# Target sequence (P35462 whole entry, looked up): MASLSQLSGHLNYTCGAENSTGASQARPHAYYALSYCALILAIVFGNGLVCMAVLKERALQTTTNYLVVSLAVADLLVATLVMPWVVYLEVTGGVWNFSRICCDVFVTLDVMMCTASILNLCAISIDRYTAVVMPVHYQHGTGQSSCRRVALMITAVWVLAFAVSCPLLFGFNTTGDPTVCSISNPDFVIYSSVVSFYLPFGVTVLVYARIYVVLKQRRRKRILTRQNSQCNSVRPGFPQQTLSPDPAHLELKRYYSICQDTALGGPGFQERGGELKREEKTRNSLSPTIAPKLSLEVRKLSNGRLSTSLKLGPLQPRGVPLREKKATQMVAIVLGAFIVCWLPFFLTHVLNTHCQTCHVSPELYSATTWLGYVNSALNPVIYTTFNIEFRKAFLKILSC
#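 Agonist mode: compounds and dopamine controls were applied to plated cells for 90 min at 37 degrees C after an overnight attachment at 1500 cells/well. Luminescent read-out followed 30 - 60 minutes at room temperature with DiscoveRx detection reagent.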
# HT1080NT lethal: kills 2HG-producing HT-1080-NT fibrosarcoma cells; 360,000 tested, 1.6% active; HT-1080-NT fibrosarcoma viability, CellTiter-Glo ATP luminescence, 48 h; Potency, µM (top dose mostly 46.1 µM), for inactives: top-dose activity, negative = less viability, most hits filed as cytotoxic;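 also: NT is the 2HG producing partner of a matched IDH1 knockdown line; potency is read from the fitted curve at half-maximal effect; 0% = DMSO-treated cells and -100% = media-only wells without cells; nearly all actives have a fitted effect of over 55% in size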
#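 HT-1080-NT; 750 cells/well; 5% FBS RPMI; 48 h compound, 37 degrees C; CellTiter-Glo luminescence; curve fitting and curve-class assignment.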
# IL-1B inflam inh: blocks inflammasome-driven IL-1 beta release; THP-1 LPS/ATP IL-1B secretion, AlphaLISA, 16 h; active compounds read low; activity change, % at 57.5 µM; 360,000 tested, 4.7% active; in the data active = activity change below about -50%; inconclusive = mostly about -30% to -49%; also: % is scaled to controls: 0 for no effect and ±100 for the full control effect
#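 Secreted IL-1B measured by AlphaLISA bead assay after 16 h compound exposure of THP-1 cells; compounds (final up to 57.5 uM) added 1 h before LPS (250 ng/mL) and ATP (1.25 mM) stimulation; lower signal means less secretion.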
# An asterisk follows results filed as active; i = inactive; ? = inconclusive; . = no result given; [ ] = remark or other dose. Unless noted, calls follow the shape of the dose curve; as a rule, active = well fitted curve in the direction sought with a large enough effect; inconclusive = small, poorly fitted or top-dose-only effect, or another doubt; inactive = no such curve, though single readings can be large; an effect the other way counts as inactive or inconclusive. This is a random part of the collection; any-hit rate near 11%.
1	COc1ccc(Cl)cc1Cn1c(C)c(C(=O)NCc2ccccc2C(F)(F)F)sc1=O
2	COc1cccc(CN2CC(C(=O)NCc3ccc(C)c(F)c3)CCC2=O)c1 (configuration not stated)
3	COC(=O)c1[nH]c2ccc(F)cc2c1NS(=O)(=O)c1ccc(OC)cc1OC
4	CN[C@@H](CO)C(=O)NC[C@H]1O[C@@H](n2cnc3c(N)ncnc32)[C@H](O)[C@@H]1O
5	COc1ccc(C(=O)Nc2ccc(NC(=O)c3cnccn3)cn2)cc1
6	CCCCCCN1C=CC=C/C1=C/C=C(C#N)C#N
7	CCC[C@H]1CN(c2ccccc2)C(=O)[C@@H]1CC(=O)Nc1ccccc1
8	Cc1cc(NC(=O)CSc2nnc(CNC(=O)c3ccc(C(C)(C)C)cc3)o2)no1
entry no.	1	2	3	4	5	6	7	8
SW480 rerep	.	?	-1%	.	-15%	-275%[inhibitor]	.	-5%
MCF10A rereplic	.	-20%	-8%	.	-4%	?	.	3%
KB-V1 cytotox	?	?	-8%	0%	2%	-9%	?	-2%
HEK293 tox	-8%	5%	-13%	6%	-5%	-24%	-19%	5%
HT1080 IDH1KD tx	-2%	26%	-16%	4%	-3%	-15%	-2%	2%
KB-3-1 tox	?	13%	23%	0%	-7%	12%	-22%	0%
D3 ag	-8	4	0	-2	5	1	4	5
HT1080NT lethal	-1%	8%	-13%	21%	-5%	-5%	6%	5%
IL-1B inflam inh	-6	i	19	7	-1	-8	-11	i

9	CC1CCN(C(=O)c2ccc(NC(=O)c3cccs3)cc2)CC1
10	COc1cc2c(cc1OC)C(c1cc3cc4c(cc3[nH]c1=O)OCO4)N(C(=O)C(C)C)CC2 (configuration not stated)
11	CC(C)[C@H](NC(=O)c1ccco1)C(=O)Nc1ccc(OC(F)F)cc1
12	Clc1ccc(SCCCN2CCCCC2)cc1
13	CN1CCN(C(=S)c2cn(CCOc3ccccc3F)c3ccccc23)CC1
14	CC(=O)c1cccc(NC(=O)C(CC(C)C)NS(=O)(=O)c2ccc3c(c2)CCN3C(C)=O)c1 (configuration not stated)
15	COc1c2ccccc2nn1C(C)C
16	CCOc1ccc(CNC(=O)Nc2ccccc2)cc1
entry no.	9	10	11	12	13	14	15	16
SW480 rerep	-6%	?	5%	-4%	-4%	.	.	-3%
MCF10A rereplic	-9%	8.2µM*	-19%	4%	?	.	.	-12%
KB-V1 cytotox	-11%	2%	-5%	-13%	?	-24%	11%	9%
HEK293 tox	-7%	?	-3%	-11%	9%[0.307 µM]	15%	5%	-1%
HT1080 IDH1KD tx	13%	6%[9.24 µM]	9%	1%	-26%	.	1%	21%
KB-3-1 tox	7%	-2%	-3%	1%	-4%	?	13%	0%
D3 ag	-3	3	-3	-17	-5	-4	2	7
HT1080NT lethal	?	5%	4%	4%	-20%	.	17%	12%
IL-1B inflam inh	-19	-5	-6	-18	-17	.	50	-14

# Overlap with the part before: four entries; new compounds follow.
13	CN1CCN(C(=S)c2cn(CCOc3ccccc3F)c3ccccc23)CC1
14	CC(=O)c1cccc(NC(=O)C(CC(C)C)NS(=O)(=O)c2ccc3c(c2)CCN3C(C)=O)c1 (configuration not stated)
15	COc1c2ccccc2nn1C(C)C
16	CCOc1ccc(CNC(=O)Nc2ccccc2)cc1
17	O=C(NC1CCCCC1)N1CCN(S(=O)(=O)c2ccc(F)cc2)CC1
18	COc1ccc(NC(=O)CN2C(=O)N(C)Cc3ccccc32)c(C)c1
19	CC(O)(c1cccnc1)c1nc(-c2ccc3c(c2)OCO3)cs1 (configuration not stated)
20	Cc1cccc(NC(=O)NNC(=O)c2cc(-c3ccccc3Cl)nc3ccccc23)c1
21	Cc1cc(NC(=O)CCCN2C(=O)/C(=C/c3cccs3)SC2=S)no1
22	Cc1csc(NC(=O)COc2ccc3c(C)cc(=O)oc3c2)n1
23	CC(=O)c1ccc(N2CCN(C(=O)[C@H](C)NC(=O)c3ccccc3Cl)CC2)cc1
24	Cc1onc(-c2ccccc2Cl)c1C(=O)NCc1nnnn1-c1ccc(F)c(F)c1
entry no.	13	14	15	16	17	18	19	20	21	22	23	24
SW480 rerep	-4%	.	.	-3%	-94%[inhibitor]	-4%	.	17%	.	-4%	15%	.
MCF10A rereplic	?	.	.	-12%	5%	-6%	.	?	5%	8%	17%	.
KB-V1 cytotox	?	-24%	11%	9%	13%	-14%	?	-9%	-3%	-20%	?	?
HEK293 tox	9%[0.307 µM]	15%	5%	-1%	8%	3%	5%	?	-6%	-13%	-5%	-1%
HT1080 IDH1KD tx	-26%	.	1%	21%	7%	7%	-19%	?	11%	-25%	-9%	-8%
KB-3-1 tox	-4%	?	13%	0%	2%	6%	0%	-1%	?	3%	-31%	9%
D3 ag	-5	-4	2	7	1	0	11	-5	4	13	-4	-6
HT1080NT lethal	-20%	.	17%	12%	8%	-3%	4%	?	12%	-28%	11%	-1%
IL-1B inflam inh	-17	.	50	-14	0	-18	22	-14	0	0	0	-19

# Down the list, from the results shown:
# D3 ag, nos. 17–24: 1, 0, 11, -5, 4, 13, -4, -6

# Other results
25	CSc1ccccc1NC(=O)CN(C)C(=O)c1ccc(-n2cccn2)cc1
26	CCS(=O)(=O)N1CCC(C(=O)Nc2cc([N+](=O)[O-])ccc2C)CC1
27	Cc1ccccc1-c1n[nH]nc1C1=CC(=O)CC(C)(C)C1
28	COc1ccc(NC(=O)CN(C)C2CCCCC2)cc1Cl
29	COc1cccc2c(=O)n(CC(=O)Nc3cccc(F)c3)ccc12
30	CCOC(=O)c1[nH]c2ccccc2c1NC(=S)Nc1cc(C)ccc1C
31	O=C(O)C1CCCN1c1ncnc2c1oc1ccccc12 (configuration not stated)
32	Cc1ccc(C)c(N2CCN(S(=O)(=O)c3ccc4c(c3)C(C)(C)C(=O)N4C)CC2)c1
entry no.	25	26	27	28	29	30	31	32
SW480 rerep	-5%	15%	.	-2%	-2%	9%	-10%	-7%
MCF10A rereplic	3%	1%	.	0%	-4%	8%	-3%	11%
KB-V1 cytotox	-4%	-4%	?	-3%	21%	?	14%	0%
HEK293 tox	5%	-4%	-13%	1%	8%	-21%	-4%	17%
HT1080 IDH1KD tx	-3%	12%	2%	-14%	0%	-3%	9%	-7%
KB-3-1 tox	2%	-1%	1%	-10%	12%	-12%	0%	0%
D3 ag	-4	-1	2	-11	-5	3	-9	-6
HT1080NT lethal	9%	0%	-5%	-5%	0%	-7%	27%	-12%
IL-1B inflam inh	-7	22	-4	-5	6	0	25	1

33	CCCc1ccc(-c2cc(C(=O)NC3=NCCS3)c3ccccc3n2)cc1
34	O=C(CSc1nnc2ccccn12)NC(=O)Cc1ccccc1
35	CC(=O)NC1C(OCCOc2ccc(Cl)cc2C)OC(CO)C(O)C1O (configuration not stated)
36	CCCn1c(SCC(=O)Nc2nnc(CC)s2)nnc1-c1ccco1
37	O=C(/C=C/c1cccs1)c1ccc(NC(=O)c2cccc(Br)c2)cc1
38	CCC(C)(C)NC(=O)CN(C(=O)CCC(=O)Nc1nccs1)c1ccc2c(c1)OCCO2
39	CCCc1c(O)c2ccccc2n(-c2ccccc2)c1=O
40	CCCNC(=O)c1noc2c1CCc1cc(OC)ccc1-2
entry no.	33	34	35	36	37	38	39	40
SW480 rerep	-24%	-4%	-5%	-5%	?	-8%	2%	1%
MCF10A rereplic	?	-3%	-1%	15%	17%	-1%	-3%	5%
KB-V1 cytotox	?	1%	-8%	4%	0%	-16%	?	0%
HEK293 tox	13%	-2%	-34%	-24%	-27%	-18%	79%	-1%
HT1080 IDH1KD tx	?	1%	8%	1%	-11%	14%	-1%	2%
KB-3-1 tox	-6%	1%	-14%	0%	-1%	-8%	0%	4%
D3 ag	-2	-4	-6	-1	2	-22	0	0
HT1080NT lethal	-30%	-6%	8%	10%	0%	15%	-1%	5%
IL-1B inflam inh	-53*	0	37	6	-18	-17	11	0

41	COC(=O)c1ccc(C2CC(=O)Nc3cc(OC)c(OC)c(OC)c32)cc1 (configuration not stated)
42	COC(=O)c1ccc(OC(=O)c2ccco2)cc1
43	O=C(N/N=C/c1cccc(O)c1)c1ccccc1O
44	Cc1nc(C(=O)NC2CC2)sc1C1(C)CC(c2ccccc2)=NO1 (configuration not stated)
45	CNC(=O)CO/N=C/c1ccc(N(C)C)cc1
46	Cc1ccc(CNc2nnnn2C)cc1
47	CCc1nc(C)cn1S(=O)(=O)c1cc(C)c(OC)c(C)c1C
48	COc1ccc(CC(=O)Nc2ccc(-c3cn4cccc(C)c4n3)cc2)cc1OC
entry no.	41	42	43	44	45	46	47	48
SW480 rerep	3%	2%	3%	2%	-3%	1%	16%	12%
MCF10A rereplic	3%	1%	0%	-3%	7%	0%	?	?
KB-V1 cytotox	-11%	?	-22%	?	?	-9%	8%	-29%
HEK293 tox	10%	-1%	1%	3%	0%	-21%	10%	42%[activator]
HT1080 IDH1KD tx	0%	1%	-17%	-7%	19%	-2%	?	-1%
KB-3-1 tox	-17%	-1%	-7%	0%	0%	2%	25%	-4%
D3 ag	-1	1	-12	-4	-7	7	15	-2
HT1080NT lethal	1%	1%	-24%	2%	13%	0%	?	2%
IL-1B inflam inh	-6	-3	-15	1	-13	10	-4	-13

49	O=C(CSc1nnc(-c2ccco2)n1Cc1ccccc1)OC1CCCCC1
50	O=c1cc(-c2cccc(Br)c2)nc(-c2ccccc2F)o1
51	O=C(COC(=O)CCc1ccccc1)Nc1ncc(Cl)cc1Cl
52	CSCC[C@H](NC(=O)[C@H](Cc1ccccc1)n1c(=O)[nH]c2ccccc2c1=O)C(=O)N1CCC(C(=O)O)CC1
entry no.	49	50	51	52
SW480 rerep	1%	-7%	-2%	6%
MCF10A rereplic	3%	-6%	-16%	-8%
KB-V1 cytotox	?	8%	0%	17%
HEK293 tox	-20%	15%	6%	2%
HT1080 IDH1KD tx	-9%	11%	-16%	10%
KB-3-1 tox	25%	-17%	7%	0%
D3 ag	0	16	14	32*
HT1080NT lethal	2%	-1%	1%	3%
IL-1B inflam inh	?	11	-9	23

# Assay outcomes: PubChem, National Center for Advancing Translational Sciences (NCATS)
